ABCB1 inh: ABCB1 efflux pump inhibitors, primary screen, cell-based, multiplex, flow cytometry, ABCG2 counter-screen. ATP-dependent translocase ABCB1 (Homo sapiens), P08183. CCRF-Adr cells, JC-1 efflux. inhibition, % at 6.6 µM. actives 0.067% (n = 190,000). AID 1326, 2008; in the data active = inhibition above about 40%;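 note: 0% = vehicle and 100% = reference inhibitor; higher value means more JC-1 retained so stronger ABCB1 efflux block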
Mcl1-Noxa inh: Mcl-1/Noxa binding inhibitors, primary screen, biochemical, TR-FRET, 1536-well. Induced myeloid leukemia cell differentiation protein Mcl-1 (Homo sapiens), Q07820. TR-FRET Mcl-1/Noxa peptide binding, 2 h. inhibition, % at 21.7 µM. actives 1.5% (n = 220,000);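 active = compounds that cut the protein-peptide binding signal by more than 50% relative to plate controls in a single-dose test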;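 note: His-tagged Mcl-1 with rhodamine Noxa BH3 peptide and terbium anti-His antibody; 0% = Mcl-1 plus Noxa peptide wells and 100% = peptide-only wells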
Target sequence (Q07820 whole entry, looked up): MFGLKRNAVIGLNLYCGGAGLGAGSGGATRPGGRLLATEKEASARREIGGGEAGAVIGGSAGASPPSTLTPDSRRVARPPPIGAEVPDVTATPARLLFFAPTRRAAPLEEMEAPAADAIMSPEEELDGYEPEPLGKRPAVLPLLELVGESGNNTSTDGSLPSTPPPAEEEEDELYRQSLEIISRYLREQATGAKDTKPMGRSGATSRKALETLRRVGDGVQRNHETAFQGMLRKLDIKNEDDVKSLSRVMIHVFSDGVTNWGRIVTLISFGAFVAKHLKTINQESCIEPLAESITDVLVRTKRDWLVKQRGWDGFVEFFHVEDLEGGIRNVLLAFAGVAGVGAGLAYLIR
Rab7 wt modul: modulators of GTP binding to Rab7, primary screen, biochemical, wildtype, multiplex bead flow cytometry. Rab7 GTPase wild type (dog), Bodipy-FL-GTP binding. GST-Rab7 beads, fluorescent GTP binding; actives lie on both sides; untreated = 100%, excess cold GTP = 0%. GTP binding activity (percent of control), % at 10 µM. actives 0.055% (n = 190,000). AID 758, 2007;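 active = fluorescent GTP binding to Rab7 beads changed by at least 20 points from the 100% baseline, either direction, mostly lower; inconclusive = compound itself probably fluorescent, or too few beads counted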;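 note: median green fluorescence of bound Bodipy-FL-GTP per Rab7 bead population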
Avidin fluor: green autofluorescence of compounds with avidin beads – biophysical, 488/530 nm, flow cytometry, artefact control, profiling panel. fluorescence (KMESF) at 10 µM. compound fluorescence 488/530 nm; hits give high values. actives 0.38% (n = 220,000); in the data active = fluorescence above about 47; note: inactives centre near 10
Cdc42 wt GTP: modulators of GTP binding to wildtype Cdc42, primary screen, biochemical, multiplex bead flow cytometry, Bodipy-GTP. GST-Cdc42 beads; actives lie on both sides. actives 0.2% (n = 190,000). percent activity (GTP binding), % at 10 µM. Cell division control protein 42 homolog (Homo sapiens), P60953. AID 761, 2007;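 active = percent activity GTP binding at least 20 points away from the 100% baseline, either down as inhibitor or up as activator; inconclusive = compound flagged as likely green fluorescent from well-wide comparison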;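 note: median bead fluorescence of bound Bodipy-FL-GTP at 100 nM; 0% = excess unlabeled GTP control and 100% = no compound control; below 100% means less GTP binding so inhibitor and above means activator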
ABCG2 block: ABCG2 efflux pump inhibitors, primary screen, multiplex with ABCB1, IgMXP3 cells, flow cytometry. Broad substrate specificity ATP-binding cassette transporter ABCG2 (Homo sapiens), Q9UNQ0. JC-1 efflux. inhibition, % at 6.6 µM. actives 0.1% (n = 190,000);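 active = inhibition above 80%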;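 note: 0% = DMSO and 100% = nicardipine control wells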
Target sequence (Q9UNQ0 whole entry, looked up): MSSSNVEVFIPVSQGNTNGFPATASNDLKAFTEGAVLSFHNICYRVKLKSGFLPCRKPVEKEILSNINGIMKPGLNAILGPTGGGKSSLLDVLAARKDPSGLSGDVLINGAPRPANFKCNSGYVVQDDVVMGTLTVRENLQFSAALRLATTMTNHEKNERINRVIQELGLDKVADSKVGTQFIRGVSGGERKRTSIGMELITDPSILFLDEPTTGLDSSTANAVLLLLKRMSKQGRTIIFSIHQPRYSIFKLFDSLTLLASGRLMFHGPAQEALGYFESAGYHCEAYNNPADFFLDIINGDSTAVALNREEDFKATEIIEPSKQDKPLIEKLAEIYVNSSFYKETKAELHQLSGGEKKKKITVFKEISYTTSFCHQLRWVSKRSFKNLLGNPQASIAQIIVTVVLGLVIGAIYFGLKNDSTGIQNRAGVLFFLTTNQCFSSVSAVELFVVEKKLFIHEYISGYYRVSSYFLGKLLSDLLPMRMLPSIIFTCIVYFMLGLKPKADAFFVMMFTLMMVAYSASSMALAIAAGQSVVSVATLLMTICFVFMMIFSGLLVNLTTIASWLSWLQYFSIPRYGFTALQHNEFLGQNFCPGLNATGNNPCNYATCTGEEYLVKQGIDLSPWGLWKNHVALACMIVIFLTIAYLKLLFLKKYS
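Times: 10 min at 25 °C | Test system: Two drug-resistant human cell lines, ABCG2 and ABCB1 | Quantity: 3 million cells/mL final, two lines in 1:1 ratio | Signal: Flow cytometry, 530 nm JC-1 signal | Dosing: Compound at 6.6 µM | Controls: Nicardipine and DMSO wells | Reagent: JC-1 as fluorescent efflux pump substrate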
HRas wt GTP: modulators of GTP binding to HRas wildtype, primary screen, biochemical, bead-based flow cytometry, multiplex; AID 759, 2007; GTP binding activity, % at 10 µM; GTPase HRas (Homo sapiens), P01112; GST-Ras wt beads, Bodipy-FL-GTP binding; actives lie on both sides; actives 0.14% (n = 190,000);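 active = GTP binding activity at least 20% away from the 100% baseline, either lowered as inhibitor or raised as activator; inconclusive = flagged as likely green fluorescent, judged across all proteins in the well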;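 note: 0% = unlabeled GTP competition control and 100% = no-compound control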
Rac1 act GTP bind: GTP binding modulators of activated mutant Rac1, primary screen, biochemical, bead-based flow cytometry, multiplex, fluorescent GTP; actives 0.11% (n = 190,000); GST-Rac1 activated beads; actives lie on both sides; 100% means binding = to untreated wells; percent activity (GTP binding), % at 10 µM; Ras-related C3 botulinum toxin substrate 1 (Homo sapiens), P63000;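 active = GTP binding at least 20 percentage points away from the 100% baseline, in either direction, so actives lie on both sides; inconclusive = Compound likely fluorescent itself, or too few beads counted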
Rab2 wt GTP: modulators of GTP binding to Rab2A wildtype, primary screen, biochemical, dog, bead-based flow cytometry, multiplex; actives 0.19% (n = 190,000); GTP binding activity, % at 10 µM; Ras-related protein Rab-2A (Canis lupus familiaris), P61105; GST-Rab2 wt beads, Bodipy-GTP binding;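 active = GTP binding activity at least 20 points away from 100%, either lowered or raised; inconclusive = signal likely due to the compound's own green fluorescence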;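 note: 0% = beads with excess unlabeled GTP and 100% = no-compound control corrected for plate trend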
Pf gamet viab: late stage P. falciparum gametocyte viability inhibitors, primary screen, ATP luminescence, HTS. P. falciparum stage V gametocytes, 24 h. inhibition, % at 10.9 µM. actives 0.065% (n = 150,000). AID 743093, 2013;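 active = inhibition above the mean plus 3 SD of compounds within the control limits, set per campaign, cut at about 38% in these data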;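 note: 0% = DMSO wells and 100% = medium only without gametocytes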
Rac1 wt GTP bind: wildtype Rac1 GTP binding modulators, primary screen, biochemical, GST-Rac1 beads, flow cytometry, multiplex; AID 757, 2007; actives 0.27% (n = 190,000); GTP binding activity (% of control), % at 10 µM; fluorescent GTP binding; actives lie on both sides; 0 = cold GTP competed, 100 = untreated; Ras-related C3 botulinum toxin substrate 1 (Homo sapiens), P63000;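 active = GTP binding activity at least 20 points away from the 100% control level, either lower or higher; inconclusive = compound flagged as likely green fluorescent, judged across all proteins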
Numbers without * were called inactive; ? = inconclusive; / = not tested or not shown; & = joins results of further samples.

SMILES	ABCB1 inh	Mcl1-Noxa inh	Rab7 wt modul	Avidin fluor	Cdc42 wt GTP	ABCG2 block	HRas wt GTP	Rac1 act GTP bind	Rab2 wt GTP	Pf gamet viab	Rac1 wt GTP bind
N#CC(C(=O)OC1CCCCC1)c1nc2ccccc2nc1N1CCCCC1 (stereo unspecified)	0.4	-12	104	14	100	39	102	102	103	/	106
CCOC(=O)C1=C(CSc2nc3c(cc2C#N)CN(C)CC3)OC(N)=C(C#N)C1c1ccc(F)cc1 (stereo unspecified)	0.6	14	103	22	105	2	101	96	101	0	104
Cc1c(NC(=O)CSc2nnnn2-c2ccc(C(=O)O)cc2)c(=O)n(-c2ccccc2)n1C	1.3	19	108	9	103	1	101	100	103	0	103
CCSc1nnc(CNc2ccc(F)cc2)n1CC1CCCO1 (stereo unspecified)	0.8	-4	98	7	100	3	101	97	100	/	101
COc1ccc(C(=O)NNC(=S)NC2CCCCC2)cc1OC	-0.1	-7	102	6	106	0	104	103	102	/	107
CCCOC(=O)CN1C(=O)c2ccccc2C1=O	0.2	-1	103	8	104	1	106	102	105	/	103
CCC(C)NC(=O)C1CCN(S(=O)(=O)CC)CC1 (stereo unspecified)	0.2	5	103	36	101	1	102	99	102	0	100
COc1ccc2c(c1)C(C)CC(C)(C)N2C(=O)CSc1ncn[nH]1 (stereo unspecified)	0.1	-24	94	5	99	0	95	96	96	/	100
FC(F)(F)c1cccc(-c2ccc(-c3csnn3)o2)c1	0.2	3	96	22	92	2	93	94	94	/	97
COc1cccc(C2C3=C(CCCC3=O)NC3=C2C(=O)c2ccccc23)c1 (stereo unspecified)	-2.4	17	97	15	98	-4	95	95	96	/	97
CCCc1nnc(NC(=O)CCC(=O)N2CCN(C3c4ccccc4-c4ccccc43)CC2)s1	0.5	-37	101	15	103	0	100	100	100	14	104
O=C(CSc1ncnc2c1oc1ccccc12)Nc1nc2ccccc2s1	-0.7	-16	97	4	96	-2	96	95	98	/	96
O=c1[nH]c(CSc2ccccn2)nc2c1cnn2-c1ccccc1	0.3	13	103	4	97	3	95	97	98	/	99
CCC(=O)N1CCc2cc(Br)cc(S(=O)(=O)N3CCCCCC3)c21	3.3	2	101	32	105	71	101	100	102	/	106
NS(=O)(=O)c1ccc(NC(=O)N2c3ccccc3Sc3ccccc32)cc1	-6.4	23	104	11	103	-5	102	101	104	/	102
COc1ccc(CN2CCCCC2C(=O)Nc2ccc(OC)c(OCC(C)C)c2)cc1OC (stereo unspecified)	2.9	3	99	6	102	9	101	99	100	/	106
CCC(=O)Nc1nc(C)c(Oc2ccccc2)c(=O)[nH]1	0.2	25	103	9	109	0	105	103	100	17	117
Cc1ccc(/C=N/NC(=O)c2ccco2)s1	0.2	-7	107	14	102	12	101	99	102	-9	104
O=C(/C=C/c1cccs1)Nc1nc(-c2ccccc2)cs1	-0.3	15	103	11	99	3	104	99	100	-9	106
O=C(NCCn1cc(SCc2ccc(F)cc2)c2ccccc21)c1c(F)cccc1F	2.1	1	101	6	101	12	101	98	100	/	103
c1coc(C2Nc3cccc4cccc(c34)N2)c1	0.0	76*	96	18	96	0	96	95	93	/	99
Oc1ccccc1-c1cc(-c2ccccc2Cl)[nH]n1	0.4	24	100	13	100	5	101	98	100	/	99
CCn1c(COc2cccc3cccnc23)nnc1SC(F)F	1.1	13	100	11	106	2	99	101	99	-19	102
O=C(CCSc1ccc(Cl)cc1)NCc1ccncc1	0.1	-6	105	23	94	0	99	96	101	8	97
CCCn1c(SCC(N)=O)nc2c(c1=O)C1(CCCC1)Cc1ccccc1-2	2.2	5	97	11	98	36	98	94	95	10	97

Marked active in Mcl1-Noxa inh, among the entries above:
Structure	Mcl1-Noxa inh	Rab7 wt modul	Avidin fluor	Cdc42 wt GTP	ABCG2 block	HRas wt GTP	Rab2 wt GTP
c1coc(C2Nc3cccc4cccc(c34)N2)c1	76*	96	18	96	0	96	93

The listing continues:
SMILES	ABCB1 inh	Mcl1-Noxa inh	Rab7 wt modul	Avidin fluor	Cdc42 wt GTP	ABCG2 block	HRas wt GTP	Rac1 act GTP bind	Rab2 wt GTP	Pf gamet viab	Rac1 wt GTP bind
Cc1csc(NC(=O)c2cc([N+](=O)[O-])cc([N+](=O)[O-])c2)n1	-0.5	13	96	7	95	1	98	100	100	-19	97
C[C@@H]1C[C@@H]2O[C@H]2/C=C\C=C\C(=O)Cc2c(Cl)c(O)cc(O)c2C(=O)O1	-0.1	12	100	7	94	0	94	93	95	/	95
Cn1cnc([N+](=O)[O-])c1Oc1ccc2ccccc2c1	0.2	19	99	10	98	1	97	97	96	-13	102
CCOC(=O)CNC(=O)N1CCCC(C(=O)c2ccc3c(c2)OCO3)C1 (stereo unspecified)	0.1	-12	102	12	96	1	100	95	97	-5	101
C=COCCNC(=S)N1CCOCCOCCN(C(=S)NCCOC=C)CCOCC1	-0.3	-1	100	17	89	1	97	95	94	-8	94
CCNc1ccc(S(=O)(=O)N(C)C)cc1NCC(=O)Nc1ccc(Br)cc1F	0.3	10	95	17	101	4	99	101	99	14	103
COc1ccc(OCC(=O)Nn2c(-c3ccc(C)cc3)nc3ccccc3c2=O)cc1	2.4	14	96	4	98	9	97	93	94	6	98
Cc1ccc(S(=O)(=O)N(C)CC(=O)NC2CC(C)(C)NC(C)(C)C2)cc1	1.3	/	90	14	95	15	92	89	89	/	88
O=C(O)c1ccc(-n2nc(C(F)(F)F)c3c2CCCC3)cc1	0.2&0.3	5&34	93&101	18&35	95&100	29&2	91&99	91&97	90&99	/	95&101
CCCC(C)C(=O)Nc1ccc2c(c1)OCCO2 (stereo unspecified)	-0.8	-5	99	15	100	-1	99	99	100	-3	102
CCC(CC)NC(=O)COC(=O)c1ccc(NS(=O)(=O)c2ccc3c(c2)OCCO3)cc1	-0.1	14	95	8	100	0	97	96	96	11	100
O=c1c2ccccc2oc2nc(-c3ccco3)n(-c3ccccc3)c(=O)c12	1.1	41	101	10	101	35	102	100	100	-5	107
CC1(C)CC(=O)c2c(O)cc(OCc3ccc([N+](=O)[O-])cc3)cc2O1	1.2	8	?	8	?	10	?	?	?	-12	?
Cc1c(OCc2ccc(C(=O)O)o2)ccc2c3c(c(=O)oc12)CCC3	0.2	11	99	7	95	1	95	92	94	/	92
O=C(c1ccccc1NS(=O)(=O)c1cccs1)N1CCOCC1	1.6	4	95	34	100	21	98	98	97	/	107
CCN(CC)S(=O)(=O)c1ccc(NC(=O)CC(NC(C)=O)c2ccccc2)cc1 (stereo unspecified)	0.1	8	98	11	97	4	95	95	95	/	95
O=C(NCc1cccnc1)c1cc(Sc2cccc(Cl)c2)nc2ccccc12	/	20	91	16	93	1	98	98	98	14	98
O=C(OCc1cccc([N+](=O)[O-])c1)c1ccc2ccccc2n1	0.4	8	93	26	95	3	96	95	97	18	95
COc1ccc(/C=C/C(=O)N2CCN(S(=O)(=O)c3ccccc3)CC2)cc1OC	1.0	4	100	12	93	5	97	94	95	6	99
COc1cc(C(N)=O)cc(Br)c1OCc1ccccc1	0.3	7	90	2	103	0	99	101	98	1	116
O=C1CN(C(=O)c2ccc(F)c(S(=O)(=O)N3CCOCC3)c2)c2ccccc2N1	0.5	12	93	9	96	2	97	95	97	-13	97
CC(=O)c1cccc(-n2nnnc2SCC(=O)N2CCCC2)c1	0.3	-8	97	9	103	0	100	101	98	/	108
CN(C)S(=O)(=O)c1ccc(Cl)c(NC(=O)CSc2nc3ccccc3c(=O)n2CCCN2CCOCC2)c1	10	-4	95	7	100	11	98	98	94	7	104
Cn1c(NCCCN2CCOCC2)nc2c1c(=O)n(Cc1ccc(Cl)cc1)c(=O)n2C	1.6	6	104	14	106	4	106	102	105	-14	106
CCOc1ccc(CNC(=O)CCc2cn(C)c3ccccc23)cc1OC	1.2	5	93	12	93	3	95	93	98	3	95
CS(=O)(=O)c1ccc2nc(NC3(C(F)(F)F)N=C4SCCN4C3=O)sc2c1 (stereo unspecified)	1.0	-21	97	11	98	2	99	97	99	/	97

Whole records, looked up by structure. Order of screens: ABCB1 inh	Mcl1-Noxa inh	Rab7 wt modul	Avidin fluor	Cdc42 wt GTP	ABCG2 block	HRas wt GTP	Rac1 act GTP bind	Rab2 wt GTP	Pf gamet viab	Rac1 wt GTP bind
Cc1c(OCc2ccc(C(=O)O)o2)ccc2c3c(c(=O)oc12)CCC3 reads 0.2	11	99	7	95	1	95	92	94	/	92
CC(=O)c1cccc(-n2nnnc2SCC(=O)N2CCCC2)c1 reads 0.3	-8	97	9	103	0	100	101	98	/	108
COc1ccc(/C=C/C(=O)N2CCN(S(=O)(=O)c3ccccc3)CC2)cc1OC reads 1.0	4	100	12	93	5	97	94	95	6	99
Cc1csc(NC(=O)c2cc([N+](=O)[O-])cc([N+](=O)[O-])c2)n1 reads -0.5	13	96	7	95	1	98	100	100	-19	97
COc1ccc(OCC(=O)Nn2c(-c3ccc(C)cc3)nc3ccccc3c2=O)cc1 reads 2.4	14	96	4	98	9	97	93	94	6	98

Source: PubChem
